ERK EGF block = inhibitors of EGF-stimulated ERK signaling pathway. hit rate 0.41% among 130,000. Potency, µM (top dose mostly 11.5 µM), without a hit: top-dose activity change, negative = inhibition, usual class: inhibitors. AID 1454. HEK293-V1b, EGF-stimulated phospho-ERK AlphaScreen; active = well fitted inhibition curve with a large enough effect; inconclusive = small, poorly fitted or top-dose-only effect, or effect the other way;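 note: plate controls were stimulated vehicle wells for no effect and unstimulated vehicle basal for full effect; nearly all actives have a fitted effect of over 55% in size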
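Concentration-response of compounds against EGF-driven ERK phosphorylation in V1b-expressing HEK293 cells; 30 min preincubation, 5 min EGF, AlphaScreen detection; Normalized to DMSO basal and 25 nM EGF.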
An asterisk follows results filed as active; ? = inconclusive; [ ] = dose if it differs, or a comment. Potency is the fitted concentration of half-maximal effect.

SMILES	ERK EGF block
COc1ccc(CCNC(=O)CN(c2cc([N+](=O)[O-])ccc2OC)S(C)(=O)=O)cc1	5.6%
O=C(NCN1C(=O)C2C3C=CC(C3)C2C1=O)Nc1nccs1 (centres undefined)	-2.2%
Cc1c(Br)c([N+](=O)[O-])nn1CC(=O)N1CCN(Cc2ccccc2)CC1	?
C=CCn1c(O)c(C2=c3ccccc3=NC2=O)sc1=Nc1ccc(O)cc1	?
COc1cccc(C2=NOC(C(=O)Nc3cc(C)on3)C2)c1 (centres undefined)	-7.9%[57.5 µM]
NC(=O)c1ccc(Cl)c2ccccc12	13.5%[57.5 µM]
CC(=O)Nc1ccc(-n2cc(-c3ccccc3)[nH]c2=S)cc1	0.5%
Cc1ccc(C)c(-c2cc(C(=O)Nc3cccc(C(=O)O)c3)c3ccccc3n2)c1	-3.4%
O=C(/C=C/c1ccccc1Cl)N(Cc1cccs1)C1CCS(=O)(=O)C1 (centres undefined)	0.5%[57.5 µM]
N#C/C(=C/c1ccc(F)cc1)c1nnc(NC(=O)c2ccccc2)s1	-2.6%[57.5 µM]
CCCNC(=O)CC(NS(=O)(=O)c1ccc(OC)cc1)c1ccco1 (centres undefined)	-2.7%[57.5 µM]
Cc1onc(-c2ccccc2)c1CNC(=O)Nc1ccccc1	4.4%[57.5 µM]
C=CCO/N=C(/CCC)C1=C(N)CC(C)(C)CC1=O	1.9%
CCN(CC)S(=O)(=O)c1ccc2c(c1)C(=NO)c1cc(S(=O)(=O)N(CC)CC)ccc1-2	?
Cc1nc(N)[nH]c(=O)c1Oc1cccc(C(F)(F)F)c1	5.4%[57.5 µM]
Cc1ccc(NS(=O)(=O)c2cc(C(=O)N3CCN(C)CC3)ccc2C)cc1C	2.5%
O=C(COc1ccc2ccccc2c1)N1CCN(C(=O)c2cccs2)CC1	4.2%
COc1ccc(C2C(C(=O)NCCCN3CCOCC3)c3ccccc3C(=O)N2c2ccc(OC)cc2)cc1 (centres undefined)	-25.1%
CCN(CC(=O)NC(C)(C)C)C(=O)COc1c(Cl)cc(Cl)c2ccc(C)nc12	3.6%[57.5 µM]
O=C(NNc1ncnc2c1cnn2-c1ccccc1)c1ccco1	8.3%
S=C(NCCc1c[nH]c2ccccc12)NC1CCCCC1	-3.5%
Cc1nn(-c2ccccc2)c(Cl)c1/C=N\NC(=O)c1cnccn1	5.3%
COc1ccc(CN2C3CCCC2CC(NC(=O)Nc2ccccc2)C3)cc1 (centres undefined)	2.8%
CC(C)c1ccccc1NC(=O)CCCC(=O)O	-4.1%
Cc1cccc(C)c1-n1c(SCC(=O)N2CC(=O)Nc3ccccc32)nc2ccccc2c1=O	0.7%

The final 7 entries of the part before lead into the next:
SMILES	ERK EGF block
CCN(CC(=O)NC(C)(C)C)C(=O)COc1c(Cl)cc(Cl)c2ccc(C)nc12	3.6%[57.5 µM]
O=C(NNc1ncnc2c1cnn2-c1ccccc1)c1ccco1	8.3%
S=C(NCCc1c[nH]c2ccccc12)NC1CCCCC1	-3.5%
Cc1nn(-c2ccccc2)c(Cl)c1/C=N\NC(=O)c1cnccn1	5.3%
COc1ccc(CN2C3CCCC2CC(NC(=O)Nc2ccccc2)C3)cc1 (centres undefined)	2.8%
CC(C)c1ccccc1NC(=O)CCCC(=O)O	-4.1%
Cc1cccc(C)c1-n1c(SCC(=O)N2CC(=O)Nc3ccccc32)nc2ccccc2c1=O	0.7%
N=C1S/C(=C\c2ccc(-c3cccc(Cl)c3)o2)C(=O)N1c1nccs1	6.3%
COc1ccccc1N(CC(=O)NCCSc1ccc(Cl)cc1)S(C)(=O)=O	6.8%
CCc1ccc(C(=O)NC(CCSC)C(=O)OC)cc1 (centres undefined)	-4.5%
CC(=O)c1cccc(NC(=O)COC(=O)c2n[nH]c3ccccc23)c1	-6.4%
CCOc1ccc(S(=O)(=O)Nc2ccc(C(=O)NN)cc2)cc1	0.0%[57.5 µM]
Cc1ccc(NC(=O)COC(=O)CNC(=O)C2CCCCC2)c(Br)c1	-2.9%
CC(=O)Nc1ccc(SCC(=O)OCC(=O)NC(=O)NC2CCCC2)cc1	-0.1%
COc1ccc(/C=C\C(=O)NCc2ccc3[nH]c(C)cc3c2)cc1OC	-1.7%
Cc1cccc(Nc2nnc(SCC(=O)Nc3cccnc3Cl)s2)c1	0.6%
COc1ccc(CNC(=O)CN(C)S(=O)(=O)c2ccc(Cl)cc2)cc1	9.5%
CCC(C)[C@H](N)c1cn([C@@H](CCCCN)C(=O)N2CCNCC2)nn1 (some centres undefined)	-4.8%[57.5 µM]
C[C@]12C[C@H](O)C3[C@@H](CCC4=CC(=O)CC[C@@]43C)[C@@H]1CC[C@@H]2C(=O)CO (some centres undefined)	9.7%
COc1cc(C#N)ccc1OCC(=O)Nc1cccc(S(=O)(=O)N2CCCC2)c1	30.3%
COc1ccccc1N1CCN(CC(=O)Nc2ccc3c(c2)OCCO3)CC1	-2.3%
CCOC(=O)C1=C(CC)Nc2ccccc2N=C1NC(=O)c1oc2ccccc2c1C	2.8%
CCN(CC(=O)Nc1ccccc1C(=O)Nc1ccccc1)Cc1nc2ccccc2c(=O)[nH]1	-0.2%
Cc1ccc(S(=O)(=O)Nc2cc(C)c(O)cc2C)cc1	-5.5%
O=C(c1ccncc1)N1CCC2(CCCN(Cc3ccncc3)C2)CC1	-4.9%
CCCC(=O)n1nc(-c2ccccc2)nc1SC	0.0%
COCC(=O)N1CCCC(C(=O)c2ccc(Oc3ccccc3)cc2)C1 (centres undefined)	-5.3%
CCn1c(SCC(=O)Nc2cc(C)on2)nnc1-c1ccccc1	11.7%
Cc1ccc(S(=O)(=O)NCCC(=O)OCC(=O)Nc2ccccc2Cl)cc1	-2.5%
O=C1c2ccccc2NC(c2cccs2)N1NS(=O)(=O)c1ccccc1 (centres undefined)	-3.0%
Cc1cccc(NC(=O)CCn2cnnn2)c1	2.5%
CN(C)S(=O)(=O)c1cccc(NC(=O)c2cnccn2)c1	-5.0%

Arranged by count of non-hydrogen atoms (rising): part of the list above.
SMILES	ERK EGF block
C[C@]12C[C@H](O)C3[C@@H](CCC4=CC(=O)CC[C@@]43C)[C@@H]1CC[C@@H]2C(=O)CO (some centres undefined)	9.7%
CC(=O)Nc1ccc(SCC(=O)OCC(=O)NC(=O)NC2CCCC2)cc1	-0.1%
COc1ccccc1N1CCN(CC(=O)Nc2ccc3c(c2)OCCO3)CC1	-2.3%
Cc1ccc(C)c(-c2cc(C(=O)Nc3cccc(C(=O)O)c3)c3ccccc3n2)c1	-3.4%

(list continues)
SMILES	ERK EGF block
Cc1nnc(SCc2nnc(-c3cccs3)o2)n1C	1.1%
Cn1c(C(O)c2ccc(Br)cc2)nc(Cl)c1Cl (centres undefined)	?
CCOc1ccc(CN2CCN(CCCn3cccn3)CC2CCO)cc1 (centres undefined)	2.7%
Cc1ccccc1C(=O)NCC(=O)NNC(=S)NC(=O)c1ccccc1	13.9%
O=C(Nc1cccc(Cl)c1N1CCOCC1)c1cccnc1Cl	2.1%[57.5 µM]
COc1ccc(/C(=C/Nc2cccc(Br)c2)C(C)=O)cc1OC	1.9%
Cc1ccc(Nc2cc(C(=O)NCCCN3CCOCC3)c3ccccc3n2)c(C)c1	-0.9%[57.5 µM]
COc1cc(C(=O)Nc2ccc3c(c2)N(C(=O)CN2CCN(C)CC2)c2ccccc2CC3)cc(OC)c1OC	-1.1%[57.5 µM]
COc1cccc(C2c3[nH]c4ccccc4c3CCN2Cc2ncc[nH]2)c1 (centres undefined)	10.1%
COC(=O)C(Cc1ccccc1)NC(=O)C(CC(C)C)NC(=O)OC(C)(C)C (centres undefined)	0.1%
CCOP(=O)(c1ccccc1)C1(C#N)CC1 (centres undefined)	-9.9%[57.5 µM]
Cc1[nH]c2c(C)cccc2c1CCNC(=O)C1CCCCC1C(=O)OCC(F)(F)F (centres undefined)	3.0%
Cc1cc2n(n1)C(c1ccccc1)CC(c1ccc(Br)cc1)=N2 (centres undefined)	6.6%
Cc1cc(C)n(-c2cccc(Cl)c2C#N)n1	-1.3%[57.5 µM]
O=C(Nc1ccccc1C(F)(F)F)N1CCN(c2ccccn2)CC1	3.5%
CN(C)CCCN=C(NO)c1ccc(Cl)cc1Cl	-10.8%[57.5 µM]
N/C(=N\OC(=O)c1ccc(F)cc1)c1nonc1N	5.6%
Cc1ccccc1OCc1nnc(SCC(=O)N2CCc3ccccc32)n1C	6.8%
COc1ccccc1NC(C#N)c1ccccc1OCc1ccccc1 (centres undefined)	8.0%
COc1cccc(-c2nn(-c3ccccc3)cc2/C=C(\C#N)C(=O)NCCCn2ccnc2)c1	5.1%
CC(=O)Nc1ccc(C(=O)OCC(=O)Nc2ccccc2F)cc1	-3.9%
O=C(Cc1ccccc1)Nc1ccc(NC(=O)C2CCCCC2)nc1	-5.0%
NNC(=O)CCN1CCN(C(c2ccccc2)c2ccccc2)CC1	-0.6%
O=C(Nc1ccccc1Cl)c1ccc(-c2ccccn2)s1	1.4%[57.5 µM]
Cc1cccc(NC(=O)CN2CCC(NC(=O)C3CCCCC3)CC2)c1C	-27.2%

More results follow.
SMILES	ERK EGF block
OCCC1CN(Cc2cnc(-c3ccccc3)s2)CCN1CCc1ccccc1 (centres undefined)	-8.3%[57.5 µM]
Cc1cccc(/C=C(\c2nc3ccccc3[nH]2)S(=O)(=O)c2ccccc2)c1	29.8%
CCOC(=O)C1CCN(c2c(Nc3ccc4c(c3)OCCO4)c(=O)c2=O)CC1	4.0%
Cc1cc(C)nc(SCC(=O)Nc2ccc(S(=O)(=O)Nc3ncccn3)cc2)n1	-2.6%
COc1ccc(/C(N)=N/OC(=O)Cc2ccc(C)cc2)cc1	3.6%
O=C(NCc1ccc(-c2csnn2)cc1)c1cccs1	-0.2%[57.5 µM]
COc1cc(/C=N/NC(=O)COc2ccccc2[N+](=O)[O-])ccc1OC(=O)c1ccco1	-0.1%
CCOc1ncnc2c1[nH]c1ccccc12	-9.1%[57.5 µM]
COc1ccc(C=O)cc1OS(=O)(=O)c1ccccc1[N+](=O)[O-]	5.4%
CC(/C=N/NC(=O)c1cccnc1)=C\c1ccccc1	3.5%
Cc1cccc(NC(=O)c2ccccc2NC(=O)C2CCCCC2)c1C	5.0%[57.5 µM]
Cc1ccc(NC(=O)c2ccc(S(=O)(=O)C(F)F)cc2)c(C)c1	9.2%
COc1ccc(N(C(=O)c2ccco2)C(C(=O)NC2CCCC2)c2cccs2)cc1OC (centres undefined)	2.7%
O=[N+]([O-])c1ccc(COc2ccc(CNc3ccccc3)cc2)cc1	-2.1%
CCn1c(Cc2ccc(OC)cc2)nnc1SCC(=O)Nc1cccc(C(=O)OC)c1	5.4%
CCCCc1c(C)c(C#N)c2nc3ccccc3n2c1Cl	-1.5%
Cc1cc(NC(=O)c2ccccc2)c(Cl)cc1N	-11.0%[57.5 µM]
O=C(CSc1nnc(Nc2ccccc2)s1)NN1C(=O)NC2(CCCCC2)C1=O	-3.7%
CC1CCC(C(C)C)C(OP(=O)(c2ccccc2)C(O)c2ccncc2)C1 (centres undefined)	-3.2%
c1ccc(Cc2noc(CN3CCN(Cc4ccc5c(c4)OCO5)CC3)n2)cc1	6.1%
COc1ccc(CNC(=O)CCSc2ccc(F)cc2)cc1OC	-2.3%
O=C(NCCc1ccc(F)cc1)c1n[nH]c2ccccc12	-7.4%
Nc1nc(SCC(=O)Nc2ccc(OCc3ccccc3)cc2)n[nH]1	-9.5%[57.5 µM]
Cc1ccc(-c2cc(C(=O)Nc3cc(C)on3)c3ccccc3n2)c(C)c1	2.8%
Cc1cccc(N2C(=O)CS/C2=N\NC(=O)c2ccc(Cl)cc2)c1C	-6.4%

New compounds follow:
SMILES	ERK EGF block
COc1ccc(-c2nn(-c3ccccc3)cc2CNCc2cccnc2)c(F)c1	-14.3%
Cc1cc(F)ccc1S(=O)(=O)N1CCCOC1CNC(=O)C(=O)NCCC1=CCCCC1 (centres undefined)	7.0%
CCOC(=O)c1ccc(NC(=O)CSc2ccc(-c3ccncc3)nn2)cc1	?
CNC1C(O)C(O)C(CO)O[C@H]1OC1C(O[C@@H]2C(O)C(O)[C@@H](N=C(N)N)C(O)C2N=C(N)N)OC(C)[C@]1(O)C=O (some centres undefined)	2.0%
CCSc1nnc(NC(=O)C(C)Sc2nc3ccccc3[nH]2)s1 (centres undefined)	-0.7%
O=C(CSc1nnc(NC(=O)c2ccco2)s1)Nc1ccc2c(c1)OCCO2	-9.7%
COC(=O)c1cc(NC(=O)c2cccc(C(F)(F)F)c2)c(=O)oc1C	3.3%
COc1ccc([N+](=O)[O-])cc1-n1cccc1	5.4%
Cc1ccc(-n2nnnc2Sc2nc([N+](=O)[O-])nn2C)cc1	-4.3%
CCN1C(=O)/C(=C2/C=Cc3cc(C)ccc3N2CC)N(C)C1=S	14.1µM*
CC(NC(=O)CCNC(=O)c1ccccc1Cl)C1CC2CCC1C2 (centres undefined)	-4.4%
O=[N+]([O-])c1ccc(Cc2nnc(-c3ccccc3Cl)o2)cc1	0.4%
CN1CCN(C(CNS(=O)(=O)c2ccc(F)cc2)c2cccnc2)CC1 (centres undefined)	5.9%
COC(=O)C1CCCN1C(=O)COc1ccc(Cl)cc1Br (centres undefined)	7.5%
O=[N+]([O-])c1ccc2[nH]c3nc4ccccc4nc3c2c1	-0.1%[57.5 µM]
Cc1c(C(=O)NCCSCc2cccc(C(F)(F)F)c2)cnn1-c1ccc(F)cc1	-10.0%[57.5 µM]
COc1ccc(NC(=O)Oc2cc(C)ccc2C(C)C)cc1	2.8%[57.5 µM]
CCN(C(=O)c1ccc(S(C)(=O)=O)cc1)C12CC3CC(CC(C3)C1)C2	-1.1%
O=C(NCc1ccc2c(c1)OCO2)O[C@@H]1C(=O)c2cc(Br)ccc2O[C@H]1c1ccc2c(c1)OCO2	-11.2%
O=C(/C=C\c1ccc(-c2cccc([N+](=O)[O-])c2)o1)N1CCOCC1	2.0%
COc1ccc(NC(=O)CCSc2ccc(C)cc2)cc1	-1.8%
COc1ccc(F)cc1C(=O)C1CCCN(Cc2cccn2-c2ccccn2)C1 (centres undefined)	-8.8%
COc1ccc(S(=O)(=O)N(CC(=O)NCCC(C)C)c2ccccc2)cc1OC	4.3%

Assay outcomes: PubChem, National Center for Advancing Translational Sciences (NCATS)

Not all compounds are listed (hit frequency here may not be typical).
